Bioassay records from PubChem BioAssay.
PTAP TSG101 blk – blocks PTAP/TSG101 interaction to inhibit HIV-1 budding; Q99816; Fluorescence polarization, FITC-PTAP peptide / Tsg101 binding; Potency, µM (doses to about 115 µM), for inactives: top-dose activity change, negative = inhibition, most hits filed as inhibitors; 340,000 tested, under 10 active; AID 493005; active = well fitted inhibition curve with a large enough effect in the main read-out, with a control signal flat, not every such curve was filed as active; inconclusive = small, poorly fitted or top-dose-only effect, or effect the other way, or a change in a side signal; inactive = no such curve, though single readings can be large or run the other way; also: potency is read from the fitted curve at half-maximal effect; % of control where 0% means no effect
Target sequence (Q99816 whole entry, looked up): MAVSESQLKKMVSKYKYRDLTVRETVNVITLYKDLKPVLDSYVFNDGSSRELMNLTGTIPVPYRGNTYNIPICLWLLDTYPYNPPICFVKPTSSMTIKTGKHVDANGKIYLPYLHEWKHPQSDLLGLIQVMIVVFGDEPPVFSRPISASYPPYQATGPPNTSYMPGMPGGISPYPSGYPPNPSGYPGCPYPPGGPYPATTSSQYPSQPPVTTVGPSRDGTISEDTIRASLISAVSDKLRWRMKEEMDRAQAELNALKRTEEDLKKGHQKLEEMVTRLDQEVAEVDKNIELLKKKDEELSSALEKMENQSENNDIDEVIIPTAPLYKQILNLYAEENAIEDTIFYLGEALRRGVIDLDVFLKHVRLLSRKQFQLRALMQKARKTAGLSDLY
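Fluorescence polarization binding of Tsg101 binding domain (10 uM final) to FITC-labeled PTAP peptide (50 nM final) in HEPES pH 7.5 buffer with NaCl, Tween 20, EDTA, TCEP. Compounds added before peptide; binding 20 min at RT.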
TRPV1 ag – agonists of human vanilloid receptor 1 (TRPV1) | Q8NER1 | AID 540275 | TRPV1-expressing cells, Fluo-8 calcium influx, agonist mode | activation, % at 8.33 µM | hit rate 0.19% among 320,000; in the data active = activation above about 80%; inconclusive = between about 30% and that limit; also: 0% is about no effect
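Cells expressing TRPV1 were dye-loaded with Fluo-8 and read kinetically: 10 s baseline, 3 min after compound (agonist portion), then 2 min after EC20 capsaicin (allosteric enhancer portion). Calcium-bound dye fluorescence at 480/520 nm.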
TCR activator – T cell receptor activation; primary human leukocytes, anti-CD3, IL-2 HTRF, 48 h; Potency, µM (top dose mostly 9.22 µM), for the others: at the highest dose activation of IL-2 secretion, most hits filed as activators; 330,000 tested, under 10 active; AID 504894; also: % of control where 0% means no effect
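Primary human leukocytes were stimulated with a-CD3 beads plus compounds for 48 hr without co-stimulation; secreted IL-2 was quantified by HTRF using a-IL-2-K (europium cryptate) and a-IL-2-d2, excited at 320nm with acceptor emission read at 665nm.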
p53 reactivator – restores transcriptional activity of mutant p53 | Potency, µM (series often up to 92.2 µM), without a hit: at the highest dose activity change, positive = activation, usual class: activators | AID 504706 | H1299 p53-A138V BP100-luciferase reporter, luminescence, 24 h | hit rate 0.063% among 320,000; also: potency is read from the fitted curve at half-maximal effect; % of control where 0% means no effect; nearly all actives have a fitted effect of over 45% in size
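H1299 (p53-null), stable ts p53-A138V + BP100-Luc; 1000 cells/well, Opti-MEM/10% FBS; cpd 4 pt, 1:5; 24 h, 37 deg C, 5% CO2; detection reagent 10 min RT; luminescence.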
CXXC DNA block – inhibitors of human MLL CXXC domain-DNA interaction. Q03164. MLL-CXXC / FITC-HOXA9 DNA fluorescence polarization. Potency, µM (doses to about 115 µM), without a hit: top-dose activity change, negative = inhibition, most hits filed as inhibitors. hit rate 0.037% among 290,000; active = well fitted inhibition curve with a large enough effect in the polarisation, with a control signal flat, not every such curve was filed as active; inconclusive = small, poorly fitted or top-dose-only effect, or effect the other way, or a change in a side signal; inactive = no such curve, though single readings can be large or run the other way; the % refers to the polarisation; also: potency is read from the fitted curve at half-maximal effect
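Purified MLL-CXXC (added from a 7 uM solution) was preincubated 5 min at ambient with pinned compounds in 50 mM Tris-HCl pH 7.5, 50 mM NaCl, 1 mM DTT, 0.05% BSA. Fluorescein-labeled HOX-A9 DNA (50 nM solution) followed, 30 min, then polarization read.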
A-T KAP1 phos – potential ataxia-telangiectasia treatments restoring KAP-1 phosphorylation; Potency, µM (titrated, usually from 57.5 µM), for inactives: top-dose activation, most hits filed as activators; AID 485349; hit rate 0.19% among 320,000; […] A-T fibroblasts, KAP-1 phosphorylation AlphaLISA; neocarzinostatin DNA damage 30 min before lysis; also: potency is read from the fitted curve at half-maximal effect; % of control where 0% means no effect; nearly all actives have a fitted effect of over 45% in size
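hTERT-immortalized A-T patient fibroblasts ([…]), 500 cells/well in OPTI-MEM, 1% FBS, got compounds for 60 min, then NCS for 30 min at 37C. Lysates were then assayed for phospho-KAP-1 by AlphaLISA (anti-pKAP1 donor, anti-KAP1 acceptor beads), 6 hr at 25C.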
BRCA1 expr act – BRCA1 expression activation; MCF7-BRCA1-FFLuc reporter, luminescence, 48 h; response scale: scaled: vehicle 0%, 10 µM genistein 100%; Potency, µM (top dose mostly 46.1 µM), for inactives: at the highest dose activation, hits mostly activators; hit rate 1.1% among 380,000; AID 624202; also: potency is read from the fitted curve at half-maximal effect; nearly all actives have a fitted effect of over 80% in size; some results filed as inactive show a strong effect at the top dose
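Luminescence from a BRCA1-driven firefly luciferase in MCF7 cells was read after 48 h compound exposure at 37 C. Data normalized against DMSO and a 10microM genistein activation control, then curve-fitted across the titration.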
B2AR arrestin – beta2AR (human) beta-arrestin recruitment activity; Potency, µM (top dose mostly 46.1 µM), without a hit: at the top dose activation, most hits filed as activators; AID 492947; P07550; hit rate 0.02% among 330,000; beta-arrestin recruitment to beta2AR, cell-based reporter;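 also: potency is read from the fitted curve at half-maximal effect; 0% = DMSO controls and full agonism = EC100 isoproterenol or metaproterenol; nearly all actives have a fitted effect of over 65% in size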
Target sequence (P07550 whole entry, looked up): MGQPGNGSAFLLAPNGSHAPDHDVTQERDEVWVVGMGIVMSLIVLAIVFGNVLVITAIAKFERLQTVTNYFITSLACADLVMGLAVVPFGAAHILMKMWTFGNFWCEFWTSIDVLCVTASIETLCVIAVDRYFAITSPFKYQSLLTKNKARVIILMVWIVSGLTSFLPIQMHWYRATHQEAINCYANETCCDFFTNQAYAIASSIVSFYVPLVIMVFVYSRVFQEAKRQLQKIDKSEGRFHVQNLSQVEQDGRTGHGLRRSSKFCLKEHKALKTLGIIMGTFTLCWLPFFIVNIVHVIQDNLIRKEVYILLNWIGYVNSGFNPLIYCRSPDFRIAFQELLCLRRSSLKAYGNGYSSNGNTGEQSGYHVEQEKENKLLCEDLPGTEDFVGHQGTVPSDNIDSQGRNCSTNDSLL
ELG1 repair inh – blocks ELG1-dependent DNA repair in HEK293T cells; hit rate 2.3% among 330,000; HEK293T ELG1-luciferase reporter, luminescence, 16 h; DNA damage induced by 5-fluorouridine; AID 504467; Potency, µM (titrated, usually from 46.1 µM), for the others: top-dose activity change, negative = inhibition, hits mostly inhibitors; also: potency is read from the fitted curve at half-maximal effect; % is scaled to controls: 0 for no effect and ±100 for the full control effect; nearly all actives have a fitted effect of over 55% in size
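Luminescence from the luciferase reporter, measured 30 min after ONE-Glo reagent at room temperature, was the read-out. Beforehand, 2,000 cells per well were exposed for 16 hr at 37 °C to 5-fluorouridine together with compound or vehicle.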
Integrin act MD – activators of alpha7 integrin expression for muscular dystrophy. alpha7betagal myoblasts, beta-gal FDG fluorescence, 48 h. Potency, µM (highest dose often 38.3 µM), for the others: at the highest dose activation, actives largely listed as activators. hit rate 0.064% among 350,000;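 also: potency is read from the fitted curve at half-maximal effect; 100% = response of the positive control SU9516; nearly all actives have a fitted effect of over 60% in size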
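alpha7betagal+/- myoblasts (passage 13, 250/well) treated 48 h at 37C with compounds at 1:260 dilution of DMSO stock. Lysed, then beta-galactosidase activity read as FDG fluorescence (ex 480/em 540) after 30 min, with pre-read for autofluorescence.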
Numbers without * were called inactive; ? = inconclusive; . = no result given; [ ] = dose if it differs, or a comment. Unless noted, calls follow the shape of the dose curve; as a rule, active = well fitted curve in the direction sought with a large enough effect; inconclusive = small, poorly fitted or top-dose-only effect, or another doubt; inactive = no such curve, though single readings can be large; an effect the other way counts as inactive or inconclusive. An unsorted share of the library. About 3.8% of those tested had a hit in this group.

SMILES	PTAP TSG101 blk	TRPV1 ag	TCR activator	p53 reactivator	CXXC DNA block	A-T KAP1 phos	BRCA1 expr act	B2AR arrestin	ELG1 repair inh	Integrin act MD
Cc1cccc(N(CC(O)CN2CCCC2)S(=O)(=O)c2ccccc2)c1 (stereo not given)	0%	1	0%	6%	9%	1%	31%	6.1%	13%	-5%
CN1CCN(C(c2cccc(Cl)c2)c2ccccc2Cl)CC1 (stereo not given)	0%	4	-32%[inhibitor][46.1 µM]	-4%	-2%	-11%	-26%	-0.6%	-10%	-46%[inhibitor]
O=C(Cn1cc([N+](=O)[O-])nc1[N+](=O)[O-])N1CCN(c2ccccc2)CC1	-3%	?	0%	-12%	-1%	-4%	-58%	-0.5%	?	-19%
Cc1n[nH]c(=O)nc1NCCN(C)C	-9%	-3	-1%	-3%	-5%	-8%	0%	-0.1%	4%	1%
COc1cccc(C2/C(=C(\O)c3ccc4c(c3)OCCO4)C(=O)C(=O)N2CCCn2ccnc2)c1 (stereo not given)	4%	-2	1%	4%	11%	-3%	10%	0.0%	3%	1%
CCCCCOC(=O)CSc1nnc(-c2cc(OC)c(OC)c(OC)c2)o1	-3%	20	-1%	-1%	-2%	-9%	2%	-0.2%	7%	4%
O=C(CCC(=O)c1cccs1)NCc1ccccc1Cl	0%	.	2%[46.1 µM]	-1%	.	3%	20%	-1.3%	1%	-24%
O=C(CN1CCN(Cc2ccccc2)CC1)Nc1cccc(S(=O)(=O)N2CCCCCC2)c1	-4%	5	1%	12%	6%	2%	0%	-0.1%	0%	-8%
CCOC(=O)Nc1nnc(-c2ccc(OC)cc2)s1	-7%	15	0%	8%	1%	4%	?	-0.3%	?	10%
COc1ccc(C(=O)CSc2n[nH]c(-c3ccco3)n2)cc1	-2%	2	5%	-4%	0%	-4%	13%	0.5%	0%	7%
O=C(OCN1C(=O)c2ccccc2C1=O)c1cccnc1SC(F)F	-2%	0	8%	0%	1%	-5%	26%	0.2%	1%	-22%
O=C(Cn1c(=O)cnc2ccccc21)NNC(=O)c1ccc(Cl)cc1	0%	2	-19%	17%	.	-7%	-18%	0.3%	12%	-10%
O=C(Nc1cc(Cl)ccc1Cl)C1CCCO1 (stereo not given)	1%	3	5%	?	-1%	9%	4%	0.2%	7%	7%
COc1cc(OC)cc(-c2n[nH]c(=S)n2-c2cc(OC)ccc2OC)c1	-5%	-3	5%	-1%	?	-3%	3%	0.1%	3%	-11%
O=C(Nc1ccccc1C(=O)N/N=C/c1ccco1)c1ccc(Cl)cc1	-5%	?	-1%[46.1 µM]	?	1%	4%	-23%	-0.9%	-6%	0%
O=C(O)Cc1ccc(NC(=S)Nc2ccc(Br)cc2Cl)cc1	-6%	-1	-1%	0%	-8%	-23%	-3%	0.1%	2%	-14%
CC(C)CNC(=O)CSc1nnc(-c2cccc(S(=O)(=O)N3CCCCC3)c2)o1	-6%	3	-1%	17%	8%	.	11%	-0.9%	-1%	5%
COc1cc(SC)ccc1C(=O)Nc1ccc(OCC(=O)N2CCOCC2)cc1	0%	2	-1%	1%	21%	-6%	0%	0.0%	?	-3%
Cn1cc(/C=N/NC(=O)c2ccccc2O)c2ccccc21	-4%	3	2%	-3%	-13%	3%	59%	0.1%	?	-26%
Cc1ccc(-c2cc(C(=O)O)c3ccccc3n2)s1	-20%	1	4%	21%	4%	10%	93%	-0.4%	?	-8%
COc1ccc(/C=N/Nc2nc(-c3ccc(C)cc3)c(C#N)c(=O)[nH]2)cc1	1%	0	.	.	-3%	8%	-5%	-1.1%	9%	?
CN(C)C(CNC(=O)c1cc2ccccc2o1)c1ccco1 (stereo not given)	0%	.	-7%	0%	.	-5%	-3%	0.0%	?	1%
CCN(CC)S(=O)(=O)c1cccc(-c2csc(C)n2)c1	-4%	9	-11%	2%	5%	2%	8%	-0.3%	-4%	17%
COc1ccc(CNC(=O)C2CCN(S(=O)(=O)N3CCCC3)CC2)c(OC)c1	-2%	0	3%	-2%	4%	6%	0%	-0.5%	8%	-28%
C=CCOc1ccc(C2NC(=O)c3ccccc3O2)cc1 (stereo not given)	1%	5	10%	.	6%	6%	-16%	-0.4%	5%	-7%

(cont.)
SMILES	PTAP TSG101 blk	TRPV1 ag	TCR activator	p53 reactivator	CXXC DNA block	A-T KAP1 phos	BRCA1 expr act	B2AR arrestin	ELG1 repair inh	Integrin act MD
COc1ccccc1CN(C)C(=O)CSCC(=O)Nc1ccccc1F	-8%	.	4%	-8%	.	-1%	-2%	-1.4%	-10%	1%
O=C(NCc1ccco1)c1cc(-c2ccncc2)nc2ccccc12	-5%	4	-4%	-4%	-7%	0%	-14%	-1.8%	?	-14%
CCCCn1c(N)c(N(CCOC)C(=O)CSc2n[nH]c(-c3ccc(C)cc3)n2)c(=O)[nH]c1=O	-1%	0	-1%	-3%	.	-10%	-33%	0.5%	3%	-16%
N#Cc1cc(-c2ccccc2)cnc1Sc1ccc(Cl)cc1	-2%	1	-7%	14%	0%	10%	-31%	-0.2%	?	12%
Cc1ccc(C2(C)NC(=O)N(CC(=O)Nc3ccccc3N3CCCCC3)C2=O)cc1 (stereo not given)	-5%	?	-2%	-4%	.	1%	-43%	-0.5%	4%	8%
COc1ccccc1OCC(=O)Nc1ccncc1	-5%	1	.	.	-1%	0%	-25%	-0.9%	-5%	6%
COc1ccc(COC(=O)C2=C(C)NC(=O)NC2c2ccccc2OC(C)C)cc1 (stereo not given)	-3%	4	.	.	-5%	3%	-14%	-0.7%	-14%	1%
NS(=O)(=O)c1ccc(CNC(=O)c2cc(-c3cccnc3)nc3ccccc23)cc1	2%	1	-4%	-4%	-2%	-1%	8%	-0.3%	-9%	0%
COc1cccc(NC(=O)c2ccc(C(=O)c3ccccc3)o2)c1	-2%	16	1%	1%	7%	0%	54%	0.1%	?	0%
COc1cc(CNC2CCCCCC2)cc(OC)c1OC	-5%	-2	10%	.	14%	.	0%	.	.	-6%
CC(OC(=O)c1cccc(Cl)c1)C(=O)NC1CCCCC1C (stereo not given)	2%	27	-2%	-6%	4%	1%	-3%	-0.5%	-6%	?
CCCCN(C)C(=O)Cn1ncc2c3ccccc3n(CCC)c2c1=O	2%	3	-4%	-2%	?	4%	3%	-0.4%	8%	5%
CC(=O)CSc1nc2cc3c(cc2cc1C#N)OCCO3	?	14	-3%	?	12%	5%	7%	-0.1%	?	-9%
Cc1cccc2cc3c(N)c(C(=O)Nc4ccc(N5CCOCC5)cc4)sc3nc12	-7%	6	3%	-2%	-6%	-8%	-62%	-0.4%	?	-55%[inhibitor]
Cc1nnc(NC(=O)C2=COCCO2)s1	-4%	17	3%	14%	.	.	4%	0.1%	?	7%
O=c1c[n+]([O-])c2ccccc2n1OCc1ccccn1	-2%	-1	2%	6%	4%	-6%	-7%	-0.8%	0%	1%
CCOc1ccccc1C(C(=O)NCCOC)N(CCOC)C(=O)Cn1nnc2ccccc21 (stereo not given)	-6%	2	-1%	1%	5%	1%	-5%	-1.1%	-8%	29%
COC(=O)C1=C(O)/C(=C\c2cc(C)n(-c3ccccc3C)c2C)N=C1C	-2%	0	.	12%	10%	.	?	-1.1%	9%	-31%
C/C(=N/Nc1ccnc2cc(Cl)ccc12)c1ccc(O)cc1	-1%	?	-6%	?	.	-3%	-39%	-0.1%	-1%	15%
CCN(CC)S(=O)(=O)c1ccc2c(c1)c(C(=O)O)cn2C	-3%	-1	-2%	7%	-5%	1%	-6%	-0.1%	3%	9%
O=C(CCn1cnnn1)N1CCCC(Nc2ccc(F)c(F)c2)C1 (stereo not given)	0%	-7	4%	25%	-23%	-3%	-3%	0.5%	-10%	6%
CSCCC(NC(=O)OC(C)(C)C)C(=O)Oc1ccc2c(=O)c(-c3ccc4c(c3)OCCO4)coc2c1 (stereo not given)	-5%	1	3%	?	8%	0%	3%	0.5%	?	-1%
CNc1nc(-c2ccc3c(c2)CCN3C(=O)c2cccc(F)c2)cs1	-2%	-1	-4%	?	-17%	18%	?	?	?	-49%[inhibitor]
CCOc1ccc(C(=O)N/N=C/c2ccccc2[N+](=O)[O-])cc1	-1%	-1	-3%[46.1 µM]	?	-1%	3%	?	-0.7%	?	15%
COc1ccc(F)cc1C(=O)C1CCCN(Cc2cccn2-c2ccccn2)C1 (stereo not given)	0%	-1	-3%	-3%	-6%	6%	-67%	0.1%	-22%	-64%[inhibitor]
